Screening results as filed in PubChem.
tim23-1 inh – growth inhibitors of tim23-1 mutant yeast, primary screen, luminescence, uHTS; AID 463212, 2010; inhibition, % at 20 µM; hit rate 1.3% among 330,000; S. cerevisiae tim23-1 growth, BacTiter-Glo luminescence, 24 h;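 active = growth inhibition of the mutant yeast at or above 50%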;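 note: temperature-sensitive mutant grown at 25 °C; plate controls were DMSO-treated mutant yeast for no effect and medium wells lacking yeast for full effect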
CCR6 antag – CCR6 receptor antagonists, primary screen, cell-based, CHO-K1, luminescence, beta-arrestin, uHTS. hit rate 0.49% among 340,000. C-C chemokine receptor type 6 (Homo sapiens), P51684. CHO-K1 CCR6 PathHunter beta-arrestin, CCL20-stimulated. inhibition, % at 20 µM. AID 493098, 2011;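 active = compounds whose inhibition of the agonist-driven luminescence signal at 20 µM reaches about 50%, limit read from the data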;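 note: cells stimulated with CCL20 at 14 nM final; plate controls were DMSO with CCL20 for no effect and DMSO without agonist for full effect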
Target sequence (P51684 whole entry, looked up): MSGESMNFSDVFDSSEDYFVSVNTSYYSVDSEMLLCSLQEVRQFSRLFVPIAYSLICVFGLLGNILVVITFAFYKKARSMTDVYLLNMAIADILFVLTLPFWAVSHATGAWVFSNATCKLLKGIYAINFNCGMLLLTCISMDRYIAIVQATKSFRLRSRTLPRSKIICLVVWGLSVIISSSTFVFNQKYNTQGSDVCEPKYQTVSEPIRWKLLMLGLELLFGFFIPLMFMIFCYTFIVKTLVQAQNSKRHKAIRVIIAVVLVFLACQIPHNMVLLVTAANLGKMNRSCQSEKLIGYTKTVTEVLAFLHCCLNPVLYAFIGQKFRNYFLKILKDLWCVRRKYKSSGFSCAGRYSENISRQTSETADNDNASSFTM
EBI2 block – EBI2 receptor antagonists, beta-arrestin recruitment, primary screen, cell-based, luminescence, 7a,25-OHC stimulation, uHTS | G-protein coupled receptor 183 (Homo sapiens), P32249 | 7a,25-OHC stimulated | inhibition, % at 5 µM | hit rate 0.81% among 360,000 | AID 651636, 2012; in the data active = inhibition above about 38%;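 note: enzyme fragment complementation signal reports receptor beta-arrestin coupling in cells; 0% = agonist plus DMSO wells and 100% = wells without agonist; some results beyond the cut were filed as inactive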
Target sequence (P32249 whole entry, looked up, the tested form may be a part): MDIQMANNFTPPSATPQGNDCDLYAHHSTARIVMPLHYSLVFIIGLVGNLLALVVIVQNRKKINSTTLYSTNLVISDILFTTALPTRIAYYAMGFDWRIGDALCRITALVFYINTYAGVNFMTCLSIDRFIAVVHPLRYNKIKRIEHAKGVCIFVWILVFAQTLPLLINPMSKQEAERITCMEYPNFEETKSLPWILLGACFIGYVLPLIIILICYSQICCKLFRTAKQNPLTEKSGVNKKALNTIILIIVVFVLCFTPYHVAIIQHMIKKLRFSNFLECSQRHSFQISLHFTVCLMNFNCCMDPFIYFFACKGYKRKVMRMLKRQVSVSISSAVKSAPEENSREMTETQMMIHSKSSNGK
CXCR6 block – CXCR6 receptor inhibitors, primary screen, cell-based, beta-arrestin, luminescence, CHO-K1 PathHunter, 1536-well | inhibition, % at 20 µM | hit rate 0.36% among 360,000 | C-X-C chemokine receptor type 6 (Homo sapiens), O00574; in the data active = inhibition above about 34%, passing the limit was not always enough;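 note: antagonist mode with CXCL16 agonist at 10 nM final; 0% = 10 nM CXCL16 with DMSO and 100% = unstimulated wells without agonist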
APJ antagonist – antagonists of human apelin receptor APJ, primary screen, CHO-K1 cells, beta-arrestin complementation, luminescence | P35414 | hit rate 0.32% among 330,000 | inhibition, % at 20 µM;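 active = inhibition above about 40% at 20 µM, limit read from the data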;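 note: cells challenged with 10 nM apelin-13 agonist together with compound; plate controls were apelin-13 plus DMSO wells for no effect and DMSO wells lacking apelin-13 for full effect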
UPR CHOP act – activators of apoptotic CHOP UPR arm, primary screen, cell-based, CHO-CHOP luciferase reporter, luminescence, uHTS; UPR activation; percent of tunicamycin response over DMSO baseline; activation, % at 10 µM; hit rate 0.34% among 330,000; AID 449763, 2010;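 active = at 10 µM dose, activation of 40% or more, normalized to positive control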;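 note: 100% = tunicamycin at 10 µg/mL and 0% = DMSO alone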
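Evaluation: % reporter activation, DMSO baseline versus tunicamycin full activation; System: CHO-CHOP luciferase reporter cell line; Input: 500 cells/well; Incubation: 6 h compound treatment, 37 °C; Measured by: Steady-Glo luciferase luminescence; Dosing: one dose, 10 µM in 0.5% DMSO; Buffer or medium: F12 medium, 10% FBS; Benchmarks: positive tunicamycin 10 µg/mL, negative DMSO alone.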
APJ ag – agonists of human apelin receptor APJ, primary screen, CHO-K1 cells, PathHunter beta-arrestin, luminescence; P35414; 0% DMSO wells, 100% apelin; activation, % at 20 µM; hit rate 0.11% among 330,000; AID 2520, 2010;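 active = activation more than six SD over the plate average, tested at 20 µM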;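 note: 0% = DMSO alone and 100% = apelin-13 at 10 nM; some results filed as inactive read as strong as hits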
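Assay system: CHO-K1 APJ beta-arrestin complementation cell line / Compound: single test compound dose, 20 µM final, 1% DMSO / Times: overnight seeding, 90 min compound at 25 °C, 1 h detection / Technique: beta-gal luminescence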
Mdm2 MdmX PPI – inhibitors of human Mdm2-MdmX association, primary screen, cell-based, luminescence, split luciferase, SaOS-2, uHTS | Protein Mdm4 (Homo sapiens) + E3 ubiquitin-protein ligase Mdm2 (Homo sapiens), … | AID 485346, 2010 | hit rate 3% among 330,000 | SaOS-2 split-luciferase Mdm2/MdmX complementation | inhibition, % at 8 µM;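 active = inhibition of at least 50% at 8 µM in the primary screen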
XBP1 UPR activ – activators of adaptive XBP1 UPR arm, primary screen, cell-based, CHO-XBP1 luciferase reporter, luminescence, uHTS; IRE1-XBP1 UPR activation; percent of tunicamycin response, DMSO as zero; activation, % at 20 µM; hit rate 0.33% among 330,000; AID 463104, 2010;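 active = versus positive control, 20 µM dose yields 30% or more activation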;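 note: 100% = tunicamycin at 10 µg/mL and 0% = DMSO only wells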
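incubation = overnight seeding at 37 °C, 6 h compound treatment at 37 °C | assay system = CHO-XBP1 cells stably carrying IRE1-XBP1-driven luciferase reporter | input = 1000 cells per well | detection = luciferase luminescence | dosing = single point, 20 µM final compound, 1% DMSO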
Starred values were filed as active, the others as inactive; · = not tested or not shown. Some of the compounds tested; count on the stated rates, not on these rows.

Second line of a record – tim23-1 inh, CCR6 antag, EBI2 block, CXCR6 block, APJ antagonist, UPR CHOP act, APJ ag, Mdm2 MdmX PPI, XBP1 UPR activ
1) Cc1cccc(C(=O)NNS(=O)(=O)c2ccc(F)cc2)c1O
→ 13, 5, -1, 0, -4, 2.2, -1, 6, -5
2) COc1ccc(OC)c(S(=O)(=O)N2CCN3CCCC3C2)c1 (stereo unspecified)
→ 5, -3, 0, -2, -5, 0.2, 2, 19, -5
3) CC(Sc1nnnn1C1CC1)C(=O)N1CC(=O)Nc2ccccc21 (stereo unspecified)
→ -10, 8, -2, 3, 7, 1.6, -1, 5, -1
4) O=C(O)CSc1nc(-c2ccccc2)nc2c1CCCC2
→ 1, 4, -1, -7, 7, -1.1, -1, 12, 1
5) CC(C)(C)NC(=O)CCCSc1nc2ccccc2s1
→ 18, 4, 4, -3, 3, 7.8, 0, -56, 0
6) COC(=O)c1cn(-c2ccccc2)nc1-c1ccccc1
→ 21, 20, -2, -1, 5, 1.9, 0, 15, 0
7) Cc1cc(NC(=O)c2cc3n(n2)C(C(F)(F)F)CC(c2ccco2)N3)n(-c2ccccc2)n1 (stereo unspecified)
→ 13, 8, -1, 2, -11, -1.4, -1, 2, -3
8) COc1ccc(-c2nnc(NC(=O)c3ccc(S(=O)(=O)N(C)CC4CCCO4)cc3)o2)c(OC)c1 (stereo unspecified)
→ 9, 17, 0, 9, 2, -1.8, 0, 31, -1
9) CCOC(=O)C1=C(C)NC(=O)NC1c1ccc(OCC(N)=O)cc1 (stereo unspecified)
→ -12, 3, -3, -4, 14, 1.7, -4, 25, 5
10) C=CCn1c(CSc2nc3ccccc3s2)nnc1SCC(=O)NCCN1CCOCC1
→ -2, -1, -9, 5, 12, -1.4, -4, 17, 0
11) O=C(N/N=C/C=C/c1ccccc1)c1ccccc1Br
→ 20, 3, 6, -1, 7, 1.7, -4, -30, 8
12) Cc1ccc(/C(N)=N/OC(=O)Oc2ccccc2)cc1
→ -13, -11, -6, 0, -5, -1.3, 3, 8, -3
13) Cn1c(=O)c2c(SCC(=O)NCc3ccco3)nc(CC(C)(C)C)nc2n(C)c1=O
→ 11, 18, -3, -2, 14, 1.2, 4, 22, 2
14) O=C(CN(Cc1cccs1)C(=O)CCC(=O)Nc1nccs1)NCc1ccccc1
→ 16, 0, -2, 0, -2, 3.0, 0, 4, -3
15) O=C(COc1ccc(Cl)cc1)Nc1ccc(N2CCN(C(=O)c3ccco3)CC2)cc1
→ -13, -7, 54*, 5, 3, 3.0, 8, 8, -6
16) CCC(=O)/C=C1\Sc2ccccc2N1CC
→ 19, 12, -7, -8, -18, -0.4, -1, 18, -1
17) Cc1cccc(S(=O)(=O)Nc2ccc(C)c3c2OC(C)(C)C3)c1
→ 19, 2, 6, 6, -2, 5.8, 3, -10, -2
18) Cc1sc2nc(CN3CCCC3)nc(N3CCC(C(N)=O)CC3)c2c1C
→ 0, 0, -3, 7, -6, -0.4, -6, 3, -2
19) CN1CCCC(OC(=O)c2cccc(Cl)c2)C1 (stereo unspecified)
→ -11, 2, 1, 0, 4, 0.0, 2, -24, 1
20) O=C(NCCc1c[nH]c2ccccc12)C(=O)NCC1OCCN1S(=O)(=O)c1ccc(F)cc1 (stereo unspecified)
→ 11, 4, 8, -4, 5, -2.8, -5, 15, -1

Some of the entries above, set out differently.
nr | canonical_smiles | tim23-1 inh | CCR6 antag | EBI2 block | CXCR6 block | APJ antagonist | UPR CHOP act | APJ ag | Mdm2 MdmX PPI | XBP1 UPR activ
8 | COc1ccc(-c2nnc(NC(=O)c3ccc(S(=O)(=O)N(C)CC4CCCO4)cc3)o2)c(OC)c1 (stereo unspecified) | 9 | 17 | 0 | 9 | 2 | -1.8 | 0 | 31 | -1
9 | CCOC(=O)C1=C(C)NC(=O)NC1c1ccc(OCC(N)=O)cc1 (stereo unspecified) | -12 | 3 | -3 | -4 | 14 | 1.7 | -4 | 25 | 5
10 | C=CCn1c(CSc2nc3ccccc3s2)nnc1SCC(=O)NCCN1CCOCC1 | -2 | -1 | -9 | 5 | 12 | -1.4 | -4 | 17 | 0
11 | O=C(N/N=C/C=C/c1ccccc1)c1ccccc1Br | 20 | 3 | 6 | -1 | 7 | 1.7 | -4 | -30 | 8

(continued)
Second line of a record – tim23-1 inh, CCR6 antag, EBI2 block, CXCR6 block, APJ antagonist, UPR CHOP act, APJ ag, Mdm2 MdmX PPI, XBP1 UPR activ
21) O=C(CCc1nc2ccccc2c(=O)[nH]1)N1CCN(c2ccccc2Cl)CC1
→ 18, 1, 10, -10, -7, -1.8, -4, 22, -4
22) O=C(NCCCn1ccnc1)C(=O)NCC1OCCN1S(=O)(=O)c1ccccc1 (stereo unspecified)
→ -2, -4, -9, 0, 14, 0.8, -2, 24, 1
23) Cc1cccc(NC(=S)NNC(=O)COc2ccc(Cl)cc2Cl)c1
→ 52*, 5, -2, 8, 13, 1.7, 3, -24, 0
24) Cc1ccc(C(=O)NCC(=O)Nc2ccncc2)cc1
→ -8, -12, -3, 6, -5, 0.4, 0, -7, -1
25) CCOC(=O)C1CCN(C(=O)c2ccccc2N(C)S(=O)(=O)c2ccccc2)CC1
→ 17, 15, -4, 1, 1, 1.9, -2, -12, -2
26) CCCCNc1oc(-c2cccs2)nc1S(=O)(=O)c1ccccc1
→ 27, 8, -9, 10, -21, -1.0, -3, 20, 0
27) Cn1c(N)c(C(=O)CSc2nnc(C3CC3)n2-c2ccccc2)c(=O)n(C)c1=O
→ -1, 11, -14, -3, 3, 0.3, -4, -5, 0
28) O=C(COc1ccccc1O)c1cccs1
→ 14, -4, 0, 8, -3, -1.4, -2, 8, 2
29) O=C(CSc1nc2ccccc2s1)Nc1ccc(C(=O)O)cc1
→ 17, 6, 0, 1, 4, -0.4, -1, 7, -1
30) Cc1ccc(NC(=O)CSc2nnc(CCC(=O)O)c(=O)[nH]2)cc1
→ 14, 9, 0, 1, 1, -0.5, -5, -26, 0
31) Cc1ccc(CCNC(=O)CCn2c(=O)c3cccn3c3ccc(F)cc32)cc1
→ 26, 15, -6, 13, -49, -1.3, 0, 11, -2
32) CC(C)C(NC(=O)/C=C/c1ccc(F)cc1)C(C)C
→ 15, 16, -4, -1, 15, -1.8, -3, 25, -7
33) CCOc1ccc(/C=N/Nc2nc(C)cs2)c(O)c1
→ 33, 2, -6, 0, 2, 3.0, 0, -41, 1
34) CCCc1cnc(N2CCN(C(=O)c3c(-c4ccccc4)noc3C)CC2)nc1
→ 20, 11, 5, 9, 8, 0.2, 2, 5, -2
35) Clc1ccc(CN=C(Nc2ccccc2)NC2CCCCC2)cc1
→ 14, 11, -9, 6, 25, 0.1, -1, 44, -2
36) COC(CNc1cc(=O)oc2ccccc12)OC
→ 6, 1, 2, -1, -6, -2.2, -4, -25, -2
37) O=C(CN1CCCc2ccccc21)NCCc1ccc(Cl)cc1
→ -4, 10, 12, 4, 23, 1.4, -4, -1, 0
38) CC(C)COC(=O)CNc1n[nH]c(=S)[nH]c1=O
→ 6, -6, -15, 3, 31, -0.3, -2, -11, 0
39) CN(C)C(=O)CCc1ccc2c3c([nH]c2c1)[C@]1(C)[C@@H](C(=O)N2CCOCC2)C[C@H](CC(=O)NCCc2ccccn2)C(=O)N1CC3
→ 32, 15, -7, 2, ·, 3.6, ·, -2, 4
40) CC1=C(C(=O)OCCOc2ccccc2)C(c2ccsc2)NC(=O)N1C (stereo unspecified)
→ 12, -6, -3, -8, -15, -0.3, 0, 12, -5
41) CCC(c1nnnn1CS(=O)(=O)c1ccc(C)cc1)N1CCN(c2nc3ccccc3s2)CC1 (stereo unspecified)
→ 34, 2, 17, 6, 19, 0.6, -2, 36, -8
42) Cc1ncc(CN2CCCCC2C(=O)Nc2ccc(Oc3ccccc3)nc2)cn1 (stereo unspecified)
→ 2, 7, 25, 7, 23, 1.8, -2, -9, -3
43) CCN(CC)S(=O)(=O)c1ccc(C)c(NC(=O)c2cc(C)oc2C)c1
→ 4, 13, 2, 3, 10, -0.8, 3, -12, 1
44) CCOC(=O)c1c(S(=O)(=O)N2CCCCCC2)c(C)n(C)c1C
→ 5, 1, -3, 3, -6, 1.8, -6, 11, -4
45) COc1ccc(OC)c(-c2nc(CN(C)C(C)c3ccncn3)c(C)o2)c1 (stereo unspecified)
→ 14, 16, -10, 0, 1, -1.5, 0, 5, -5
46) COc1cc(C(=O)O[C@H]2C/C(C)=C/CC[C@@]3(C)O[C@@H]3[C@H](O)[C@@H]2C(C)C)cc(OC)c1OC
→ 33, 5, 6, 3, 5, 3.5, 2, 7, 3
47) O=C(NN1CCN(Cc2ccccc2Cl)CC1)c1ccc(Br)cc1
→ -4, 2, 5, 7, 5, -0.2, 1, -1, 1
48) O=c1c(Cc2ccccc2)c(O)nc2n1CCCS2
→ -2, 6, 4, 5, 9, -3.5, -5, 16, 1
49) CCOc1ccc(N(CC(=O)Nc2ccc3c(c2)OCCO3)S(=O)(=O)c2c(C)noc2C)cc1
→ 15, 12, 8, -2, -7, 0.2, -1, -6, -4

4 of the entries above in order of the APJ antagonist value, largest number first:
# | compound | CCR6 antag | EBI2 block | CXCR6 block | APJ antagonist | Mdm2 MdmX PPI
42 | Cc1ncc(CN2CCCCC2C(=O)Nc2ccc(Oc3ccccc3)nc2)cn1 (stereo unspecified) | 7 | 25 | 7 | 23 | -9
45 | COc1ccc(OC)c(-c2nc(CN(C)C(C)c3ccncn3)c(C)o2)c1 (stereo unspecified) | 16 | -10 | 0 | 1 | 5
44 | CCOC(=O)c1c(S(=O)(=O)N2CCCCCC2)c(C)n(C)c1C | 1 | -3 | 3 | -6 | 11
49 | CCOc1ccc(N(CC(=O)Nc2ccc3c(c2)OCCO3)S(=O)(=O)c2c(C)noc2C)cc1 | 12 | 8 | -2 | -7 | -6
